# Screening results: PubChem, National Center for Advancing Translational Sciences (NCATS)
# Mm-Cpn inhibitor = blocks the Methanococcus maripaludis chaperonin Mm-Cpn | purified Mm-Cpn ATPase, ADP Transcreener TR-FRET | Potency, µM (doses to about 76.9 µM), for inactives: top-dose activity, negative = inhibition, hits mostly inhibitors | actives 0.031% (n = 330,000) | AID 504842; further: potency means the concentration at half of the fitted maximal effect; on the % scale 0 is the no-effect control and ±100 the full control effect; nearly all actives have a fitted effect of over 80% in size
#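 ATPase read-out: TR-FRET ADP immunoassay (anti-ADP Eu cryptate vs ADP-d2), ex 320 nm, em 590/665 nm; signal drops as ADP forms. Enzyme 25 nM, ATP 10 uM, 30 min at 37°C after 10 min compound preincubation.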
# Akt phos inh = Akt phosphorylation inhibition; Neuro2A IGF-stimulated pAkt S473 HTRF, 20 min; active compounds read low; activity change, % for hits at 50 µM; actives 0.32% (n = 360,000); in the data active means activity change below about -80%; inconclusive means mostly about -51% to -80%; further: on the % scale 0 is the no-effect control and ±100 the full control effect
#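 Neuro2A cells (4,500/well, DMEM with 0.5% FBS) were treated with compound at a single 50 µM final concentration, stimulated with 6 nM IGF for 20 min at 37 °C, and lysed. Phospho-Akt Ser473 was read by HTRF as 665/615 ratio ×10^4.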
# CCT chaperon mod = modulators of cytosolic chaperonin (CCT/TRiC) activity | actives 0.3% (n = 360,000) | purified chaperonin ATPase assay, HTRF ADP detection, 30 min | AID 651819 | activity change, % (no concentration beside the values), hits read low; in the data active means activity change below about -30%; further: on the % scale 0 is the no-effect control and ±100 the full control effect
#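 Enzyme 40 or 20 nM (batch-dependent) in Tris pH 7.4/KCl/MgCl2/DTT; cpd 76 uM single point; ATP 10 uM; 30 min 37 °C; Transcreener ADP HTRF detection, 30 min RT; ratio 665/615.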
# D3 ag = D3 dopamine receptor (human) agonism. actives 0.58% (n = 410,000). max activation, %. D3R DiscoveRx beta-arrestin cells, luminescence, 90 min. AID 652048. P35462; in the data active means max activation above about 30%; further: 0% is about no effect; mostly tested at two doses, the higher about 12 µM
# Target sequence (P35462 whole entry, looked up): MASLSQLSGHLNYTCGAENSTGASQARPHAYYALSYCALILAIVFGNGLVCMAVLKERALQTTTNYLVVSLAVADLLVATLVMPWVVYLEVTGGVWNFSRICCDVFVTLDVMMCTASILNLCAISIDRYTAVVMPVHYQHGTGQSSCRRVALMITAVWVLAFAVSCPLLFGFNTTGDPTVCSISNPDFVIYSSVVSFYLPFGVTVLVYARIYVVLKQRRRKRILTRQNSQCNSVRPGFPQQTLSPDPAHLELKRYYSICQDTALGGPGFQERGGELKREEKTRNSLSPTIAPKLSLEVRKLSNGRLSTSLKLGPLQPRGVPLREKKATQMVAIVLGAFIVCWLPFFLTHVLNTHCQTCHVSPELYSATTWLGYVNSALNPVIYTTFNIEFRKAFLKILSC
#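 Agonist-mode cell screen: cells plated at 1500/well and incubated overnight at 37 °C, then exposed to library compounds for 90 min at 37 °C. Detection reagent was added for 30–60 min at room temperature, and luminescence was read.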
# EPAC2 antagonist = EPAC2 (human) antagonism | Q8WZA2 | EPAC2 GEF exchange of Rap1B-BODIPY-GDP, fluorescence | Potency, µM (top dose mostly 114 µM), inactives show top-dose activity, negative = inhibition, actives largely listed as inhibitors | actives 0.18% (n = 360,000) | AID 720708; further: potency means the concentration at half of the fitted maximal effect; on the % scale 0 is the no-effect control and ±100 the full control effect; nearly all actives have a fitted effect of over 45% in size; many of its hits are not listed in these tables
# DRD3 antagonist = blocks the human D3 dopamine receptor. P35462. actives 2.5% (n = 360,000). D3R cells, DiscoveRx beta-arrestin luminescence, antagonist mode; active compounds read low. max response, negative = inhibition, %; in the data active means max response below about -50%; inconclusive means no clear call, values can overlap the other calls; further: on the % scale 0 is the no-effect control and ±100 the full control effect; mostly tested at two doses, the higher about 12 µM
#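 Cells expressing the human receptor were seeded at 1500 cells/well, incubated overnight at 37 degrees C in 5% CO2, then exposed to library compounds with dopamine controls for 90 minutes at 37 degrees C before luminescent detection.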
# PTHR1 ag = activates the human parathyroid hormone receptor PTHR1; HEK293 GP2 PTHR1 cells, GloSensor cAMP luminescence, 1 h; AID 743266; Potency, µM (top dose mostly 115 µM), inactives show at the highest dose activation, usual class: activators; Q03431; actives 0.075% (n = 410,000); further: potency means the concentration at half of the fitted maximal effect; nearly all actives have a fitted effect of over 55% in size; some results filed as inactive show a strong effect at the top dose; inactives centre near -15; many of its hits are not listed in these tables
# Target sequence (Q03431 whole entry, looked up): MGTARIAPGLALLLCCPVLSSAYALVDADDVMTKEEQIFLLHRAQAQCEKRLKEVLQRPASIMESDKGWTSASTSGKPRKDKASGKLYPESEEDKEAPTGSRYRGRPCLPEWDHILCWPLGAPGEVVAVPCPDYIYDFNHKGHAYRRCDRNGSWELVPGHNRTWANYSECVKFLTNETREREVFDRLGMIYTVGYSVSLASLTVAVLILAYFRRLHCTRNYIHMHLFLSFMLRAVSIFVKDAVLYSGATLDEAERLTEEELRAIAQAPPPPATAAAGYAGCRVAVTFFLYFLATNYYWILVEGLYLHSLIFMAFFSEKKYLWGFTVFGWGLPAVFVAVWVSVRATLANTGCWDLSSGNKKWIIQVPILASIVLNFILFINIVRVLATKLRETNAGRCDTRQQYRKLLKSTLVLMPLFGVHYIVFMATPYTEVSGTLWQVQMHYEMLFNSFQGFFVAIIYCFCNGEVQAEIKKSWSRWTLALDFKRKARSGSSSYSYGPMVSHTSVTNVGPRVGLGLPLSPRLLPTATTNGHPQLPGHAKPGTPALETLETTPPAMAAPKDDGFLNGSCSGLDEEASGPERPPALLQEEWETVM
#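 HEK-293-derived GP2 cells expressing PTHR1 and a GloSensor cAMP reporter, 3,000/well, plated overnight, given luciferin plus IBMX (each 0.5 mM as added) for 1 h at 37 °C, then compound for 1 h at 37 °C. Luminescence was read after 15 min at room temperature.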
# EPAC2 ag = activates human EPAC2 exchange factor. Q8WZA2. EPAC2 activation, biochemical qHTS; response scale: 100% = 6.5 mM cAMP response. Potency, µM (highest dose often 154 µM), for inactives: top-dose activation, most hits filed as activators. actives 0.079% (n = 360,000). AID 720711; further: potency means the concentration at half of the fitted maximal effect; nearly all actives have a fitted effect of over 50% in size
#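 Setup: EPAC2 100 nM, labeled Rap1B complex 250 nM, free GDP 50 uM. Compound titrations pinned in, brief spin, 5 min room temperature incubation. Kinetic fluorescence read over 30 min, normalized to 6.5 mM cAMP.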
# * marks the source's active call; other numbers are inactive results; i = inactive; u = inconclusive; x = not tested or not shown; & = joins results of further samples; [ ] = another dose, or the depositor's remark. Unless noted, the call rests on the fitted dose curve; in most records, active means well fitted curve in the direction sought with a large enough effect; inconclusive means small, poorly fitted or top-dose-only effect, or another doubt; inactive means no such curve, though single readings can be large; an effect the other way counts as inactive or inconclusive. Only part of the results is shown. The share of hits here may be higher or lower than overall.
# Fields: Mm-Cpn inhibitor	Akt phos inh	CCT chaperon mod	D3 ag	EPAC2 antagonist	DRD3 antagonist	PTHR1 ag	EPAC2 ag
CC(C)(C)c1cc(NS(=O)(=O)c2ccc3c(c2)OCCO3)on1
    1%	i	0.2	6	-9%	13	i	1%
O=C(O)c1ccc(Cl)c(NC(=O)C2CCN(S(=O)(=O)c3cccs3)CC2)c1
    x	i	-1.7	0	4%	u	3%	7%
O=C(CN1CCN(c2cccc(C(F)(F)F)c2)CC1)N(C1CC1)C1CCS(=O)(=O)C1 (stereo not drawn)
    0%	i	0.6	-14	3%	7	-23%	-2%
CSc1nsc(/C=C/Nc2ccc(C)cc2)c1C#N
    x	i	-6.5	2	6%	0	i	4%
COc1cc(S(=O)(=O)N(Cc2cccs2)C2CC2)ccc1-n1cnnn1
    x	i	-2.0	-7	-4%	1	-11%	-14%
COc1ccc(-n2ncc3c(=O)n(CC(=O)NC(C)C)cnc32)cc1
    1%	i	0.0	-13	2%	7	-13%	6%
C[C@H]1CN=C(Nc2ccccc2)N1CC1CCCCCC1
    0%	i	-3.6	-45	3%	-10	-16%	8%
COC[C@@H]1CCCN1[C@@H]1CS(=O)(=O)N[C@H]1COCc1ccccc1
    x	i	-0.2	1	17%	u	-21%	10%
Cc1occc1C(=O)N1CCCC(N2CCN(c3cccc(Cl)c3)CC2)C1 (stereo not drawn)
    3%	i	-2.7	-9	-7%	-26	i	6%
COC(=O)C1=C(C(=O)OC)[C@@H]2Nc3ccccc3[C@@]23C[C@@H](C(=O)OC)N(C(C)=O)C3=N1
    -3%	i	0.5	-14	3%	-8	i	9%
C/C(=C\[C@@H](NP(=O)(c1ccccc1)c1ccccc1)c1ccccc1)CO[Si](c1ccccc1)(c1ccccc1)C(C)(C)C
    x	i	0.7	-1	8%	-22	-3%	2%
CC(=O)N(C1=C(N)C(=O)c2ccccc2C1=O)C(C)C
    -1%	i	-4.7	1	-4%	2	-17%	8%
OCCC1CN(Cc2ccc3cc(Cl)ccc3n2)CCN1Cc1ccsc1 (stereo not drawn)
    -1%	i	-1.7	-20	-6%	u	-20%	-1%
CN(C)S(=O)(=O)Oc1ccccc1C(=O)Nc1ccc(F)cc1
    1%	i	-0.6	-5	-2%	-12	i	12%
CN(C)c1ccc(/C=N/NC(=O)c2sccc2-n2cccc2)cc1
    -10%	i	-2.4	-8	-16%	-13	9%	15%
O=c1[nH]c2cc3c(cc2cc1CN(Cc1nnnn1CC1CCCO1)C1CCCCC1)OCO3 (stereo not drawn)
    0%	i	0.9	-1	-3%	8	-5%	-14%
O=C(O)c1cnn(-c2nc(-c3cccc([N+](=O)[O-])c3)cs2)c1C(F)(F)F
    2%	i	0.9	-12	u	1	i	-2%
Cc1ccc(COc2ccsc2C(=O)O)cc1
    0%	i	1.5	5	1%	7	i	12%
Cc1cc(C)c(S(=O)(=O)N2CCN(c3ccc([N+](=O)[O-])c(NCc4ccco4)c3)CC2)c(C)c1
    1%	i	1.2	-16	21%	-24	21%	8%
CSc1ccc(CN2CCC(n3nccc3NC(=O)c3ccccc3C)CC2)cc1
    0%	i	-0.5	-7	-10%	7	-12%	-2%

# (list continues)
# Fields: Mm-Cpn inhibitor	Akt phos inh	CCT chaperon mod	D3 ag	EPAC2 antagonist	DRD3 antagonist	PTHR1 ag	EPAC2 ag
C=C(c1cccc2ccccc12)P(=O)(O)O
    0%	i	-1.1	0	-3%	-3	u	5%
O=C(NCCCn1ccnc1)C(=O)c1cn(CC(=O)N2CCCCCC2)c2ccccc12
    0%	i	-1.6	0	1%	16	-8%	-4%
CCOC(=O)N1CCN(C(=O)CCl)CC1
    2%	i	1.1	-3	4%	7	i	1%
CCn1ncc(CN2CCN(C(=O)Nc3ccccc3C(=O)OC)CC2)c1C
    1%	i	-2.0	-7	-2%	14	-14%	2%
Cc1cc2c(cc1S(=O)(=O)NCc1ccccc1)OCC(=O)N2
    1%	i	1.4	1&-4	3%	-16	-48%&-17%[inhibitor]	3%
COc1ccc(S(=O)(=O)N2CCCCCC2)cc1C(=O)N(C)CC(=O)Nc1ccccc1Br
    -7%	i	2.0	-1	3%	-2	-15%	-2%
COc1ccc(N2CCN(CCCNC(=O)CN3CCN(Cc4ccccc4C)C3=O)CC2)cc1
    -3%	-111%*	0.2	-7	9%	u	-36%[inhibitor][57.5 µM]	18%
Cc1ccc(C(=O)/C=C\NCc2ccccc2)cc1
    3%	i	-0.7	8	3%	6	-31%[inhibitor]	-5%
Cc1ccsc1/C=C1\SC(N2CCOCC2)=NC1=O
    0%	i	-3.9	-9	5%	-13	-3%[57.5 µM]	7%
CCN(CC)CCNC(=O)C1(O)c2cc(Br)ccc2NC(=O)N1c1ccc(Cl)cc1 (stereo not drawn)
    0%	i	-0.5	2	4%	13	i	2%
Cc1cc(=O)[nH]c(N/N=C/C(C)c2ccccc2)n1 (stereo not drawn)
    -3%	i	-2.9	14	2%	3	i	-4%
Cc1onc(-c2c(Cl)cccc2Cl)c1C(=O)Nc1ccc2c(c1)OCO2
    0%	i	1.4	5	0%	10	i	20%
C[C@H]1CCC[C@@]2(O[C@@H](CCO)C[C@H](O)[C@H]2O)O1
    x	i	-1.1	8	6%	-9	-32%[inhibitor]	7%
CCOc1ccc(NC(=O)Cn2nnc(C(=O)NCc3ccccc3OC)c2N)cc1
    0%	i	0.3	-1	-13%	-11	u	0%
COc1ccc(N2CCN(C(CNC(=O)C(=O)NC3CCCC3)c3ccco3)CC2)cc1 (stereo not drawn)
    0%	i	0.8	-6	20%	10	-1%	2%
CCOc1ccc(N/C(C)=C/C(=O)c2ccc(C)o2)cc1
    2%	x	1.6	0	3%	24	-38%[inhibitor]	7%
CC1=C(C(N)=O)C(c2ccc(C)o2)C(C(N)=O)=C(C)N1
    0%	i	2.2	-4	8%	-16	18%	-2%
COc1cc(/C=N/NC(=O)c2ccc(Cl)c(S(N)(=O)=O)c2)ccc1OCC(N)=O
    -3%	i	-1.9	-13	-9%	-24	-15%	8%
CC(=O)Nc1nc(C)c(-c2csc(Nc3ccc(S(N)(=O)=O)cc3)n2)s1
    -6%	i	-1.9	1	2%	11	-7%	1%
COc1cc(CN2CCN(C(=O)c3ccc(-c4ccccc4)cc3)CC2)cc(OC)c1OC
    -4%	i	-0.7	5	0%	5	-22%	6%

# Reformatted with bars between the fields: part of the list above.
molecule | Mm-Cpn inhibitor | Akt phos inh | CCT chaperon mod | D3 ag | EPAC2 antagonist | DRD3 antagonist | PTHR1 ag | EPAC2 ag
C[C@H]1CCC[C@@]2(O[C@@H](CCO)C[C@H](O)[C@H]2O)O1 | x | i | -1.1 | 8 | 6% | -9 | -32%[inhibitor] | 7%
CCOc1ccc(NC(=O)Cn2nnc(C(=O)NCc3ccccc3OC)c2N)cc1 | 0% | i | 0.3 | -1 | -13% | -11 | u | 0%
COc1ccc(N2CCN(C(CNC(=O)C(=O)NC3CCCC3)c3ccco3)CC2)cc1 (stereo not drawn) | 0% | i | 0.8 | -6 | 20% | 10 | -1% | 2%
CCOc1ccc(N/C(C)=C/C(=O)c2ccc(C)o2)cc1 | 2% | x | 1.6 | 0 | 3% | 24 | -38%[inhibitor] | 7%
CC1=C(C(N)=O)C(c2ccc(C)o2)C(C(N)=O)=C(C)N1 | 0% | i | 2.2 | -4 | 8% | -16 | 18% | -2%
COc1cc(/C=N/NC(=O)c2ccc(Cl)c(S(N)(=O)=O)c2)ccc1OCC(N)=O | -3% | i | -1.9 | -13 | -9% | -24 | -15% | 8%
CC(=O)Nc1nc(C)c(-c2csc(Nc3ccc(S(N)(=O)=O)cc3)n2)s1 | -6% | i | -1.9 | 1 | 2% | 11 | -7% | 1%
COc1cc(CN2CCN(C(=O)c3ccc(-c4ccccc4)cc3)CC2)cc(OC)c1OC | -4% | i | -0.7 | 5 | 0% | 5 | -22% | 6%

# The list goes on:
# Fields: Mm-Cpn inhibitor	Akt phos inh	CCT chaperon mod	D3 ag	EPAC2 antagonist	DRD3 antagonist	PTHR1 ag	EPAC2 ag
CC1CCC(NC(=O)CCS(=O)(=O)c2ccc3c(c2)CC(C)N3C(=O)C2CC2)CC1 (stereo not drawn)
    3%	i	1.9	-5	5%	16	-19%	-3%
S=C(Nc1ccccc1)Nc1ccccn1
    x	i	0.8	3	-5%	2	-1%	2%
CCc1ccc(N(C(=O)c2snc(C(N)=O)c2N)C(C(=O)NCCC(C)C)c2c[nH]c3ccccc23)cc1 (stereo not drawn)
    0%	i	0.3	4	2%	29	-13%	-28%
COc1ccc(CNCC(O)COCc2cccs2)cc1 (stereo not drawn)
    -2%	i	0.4	-21	0%	-21	-16%[57.5 µM]	-2%
O=C(NCCOc1ccccc1F)c1cc(F)c(F)cc1Cl
    -1%	i	-0.2	2	11%	5	-29%	4%
COc1ccc(Cc2nc3ccc(C(=O)N(C)C(C)c4ccon4)cc3o2)cc1 (stereo not drawn)
    -1%	i	-1.1	7	-5%	2	i	9%
Clc1ccc(-c2csc(-c3ccno3)n2)cc1
    -3%	i	-0.8	8	1%	-9	i	5%
CN(NC(=O)c1cccc(Cl)c1)c1nc(-c2ccccc2)nnc1C(F)(F)F
    -2%	i	2.5	9	2%	-15	i	-24%
Cc1ccc(CN2CC(C(=O)N3CCN(S(=O)(=O)c4ccccc4)CC3)CC2=O)cc1 (stereo not drawn)
    -3%	i	-1.4	-10	3%	-19	i	8%
COc1ccccc1C(=O)NC(=O)COC(=O)CNC(=O)c1ccccc1
    0%	i	-1.1	3	9%	10	-22%	-1%
CCCCNC(=O)N(O)C1N(/N=C/c2cccs2)C(=S)SC1(C)C (stereo not drawn)
    1%	i	1.4	-6	6%	2	-19%	-15%
O=C(Nc1cc([N+](=O)[O-])ccc1O)c1ccc2c(c1)C(=O)N(Cc1ccco1)C2=O
    -2%	i	0.6	-5	-13%	-8	u	1%
CC[C@@]1(C(=O)OC)N[C@H](CN(C)S(=O)(=O)c2ccc(-c3ccccc3)cc2)[C@@H]2C(=O)N(Cc3ccccc3)C(=O)[C@@H]21
    -1%	i	0.1	-23	-1%	-12	8%	12%
CC(=O)c1cccc(OCC(=O)Nc2cc(S(=O)(=O)N3CCOCC3)ccc2N2CCCC2)c1
    2%	i	-3.0	-5	4%	19	i	0%
